Compound activity as filed in PubChem.
influenza NS1A = H1N1 influenza NS1A inhibitors, functional cell based assay (AID 504329). NS1A functional cell-based assay, percent inhibition; higher % means a stronger effect. 340,000 compounds, 0.3% hits. one-dose inhibition, % at 12.5 µM; IC50 in µM for titrated hits; in the data active = a potency from the dose series; inconclusive = inhibition above about 27% without an active follow-up result; also: strong numbers were not always called active
M. tuberculosis HTS = M. tuberculosis growth inhibition, HTS (AID 449762). M. tuberculosis H37Rv growth inhibition, 7H9 media; higher % means a stronger effect. one-dose inhibition, % at 25 µM; IC50 in µM for titrated hits. 330,000 compounds, 0.59% hits; in the data active = a potency from the dose series; inconclusive = inhibition above about 70% without an active follow-up result;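 also: bacterial growth assessed after seven days of incubation; strong numbers were not always called active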
inhibitors of VEEV = inhibitors of VEEV TC-83 cytopathic effect, confirmation, Vero cells (AID 588727); Vero cells, VEEV TC-83 cytopathic effect inhibition; higher % means a stronger effect; one-dose inhibition, % at 20 µM; IC50 in µM for titrated hits; 350,000 compounds, 0.13% hits; in the data active = a potency from the dose series; inconclusive = inhibition mostly from about 14% at the one dose, without a potency; inactive = the rest, 99 in 100 with inhibition below about 12%; also: strong numbers were not always called active
Salmonella PhoP GFP = PhoP regulon inhibitors, Salmonella typhi PhoP promoter GFP reporter, confirmatory (AID 1850); Salmonella Typhi PhoP-promoter GFP reporter, fluorescence, 4 h; higher % means a stronger effect; inhibition, % at 50 µM; hits with a dose series show IC50 in µM; 310,000 compounds, 0.33% hits; in the data active = a potency from the dose series; inconclusive = inhibition mostly from about 25% at the one dose, without a potency; inactive = the rest, 99 in 100 with inhibition below about 19%;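 also: 0% = induced wells with vehicle and 100% = uninduced wells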
tuberculosis growth = growth inhibition of non-replicating M. tuberculosis (AID 488890). Mycobacterium tuberculosis non-replicating, growth inhibition; higher % means a stronger effect. inhibition, % at 25 µM, or IC50 in µM where a hit was titrated. 320,000 compounds, 0.39% hits; in the data active = a potency from the dose series; inconclusive = inhibition mostly from about 82% at the one dose, without a potency; inactive = the rest, 99 in 100 with inhibition below about 76%;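 also: plate controls were DMSO cells for no effect and high antibiotic wells for full effect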
* marks the source's active call; other numbers are inactive results; i = inactive; ? = inconclusive; / = no result given.

SMILES	influenza NS1A	M. tuberculosis HTS	inhibitors of VEEV	Salmonella PhoP GFP	tuberculosis growth
O=C(Cn1cnc2ccccc21)N/N=C/c1ccc([N+](=O)[O-])cc1	9%	-14%	1.7%	-10%	20%
Cn1c(O)c(C=NCCN2CCN(C(=O)c3ccccc3)CC2)c(=O)n(C)c1=O	-21%	3%	2.6%	-2%	-4%
Cc1ccc(C(=O)NC(=S)Nc2ccc(N3CCOCC3)cc2)cc1	10%	3%	1.9%	-7%	?
CC(=O)Nc1cccc(NC(=O)c2sc3ncn(CC(=O)N4CCCCC4)c(=O)c3c2C)c1	-6%	/	0.8%	/	/
CN1CCN(C(=S)c2cn(CCOc3ccccc3)c3ccccc23)CC1	0%	2%	0.2%	11%	16%
O=C1/C(=C\Nc2ccccc2)CCN1c1ncccn1	0%	-8%	1.9%	3%	17%
Cc1nc(Nc2ccc(O)cc2)c2c3c(sc2n1)CCCC3	4%	-6%	8.6%	9%	9%
COc1ccccc1NC(=O)c1ccc2c(=O)n3c(nc2c1)CCC3	-6%	/	10%	/	/
C=C(C)COc1ccc2c(CC)cc(=O)oc2c1C	1%	9%	0.8%	-8%	71%
COc1ccc(N(C)S(=O)(=O)c2cccc(C(=O)OCC(=O)Nc3sc4c(c3C#N)CCCCC4)c2)cc1	7%	-5%	1.1%	-4%	-12%
CC1CCCC(NC(=O)c2cccc(S(=O)(=O)N3CCCCC3)c2)C1C (stereo not given)	-6%	-7%	2.1%	-7%	10%
COc1ccc(-c2c3c(nc4sc5c(=O)[nH]c(C)nc5c24)CCC3)cc1	-3%	-1%	2.8%	1%	24%
CCOc1ccc(CCNC(=O)c2cccc(S(=O)(=O)N3CCCC3)c2)cc1OCC	-4%	1%	8.0%	5%	-3%
Cc1ccc(S(=O)(=O)Cc2cn3cccnc3n2)cc1	1%	/	4.6%	/	/
COC(=O)c1c(N)c(C#N)c(C)n1-c1ccccc1	-1%	-5%	1.0%	-2%	-2%

Looked up above:
influenza NS1A with Cc1nc(Nc2ccc(O)cc2)c2c3c(sc2n1)CCCC3 stands at 4%
tuberculosis growth with CC1CCCC(NC(=O)c2cccc(S(=O)(=O)N3CCCCC3)c2)C1C (stereo not given) stands at 10%
tuberculosis growth with O=C1/C(=C\Nc2ccccc2)CCN1c1ncccn1 stands at 17%
tuberculosis growth with COc1ccc(N(C)S(=O)(=O)c2cccc(C(=O)OCC(=O)Nc3sc4c(c3C#N)CCCCC4)c2)cc1 stands at -12%
influenza NS1A with O=C(Cn1cnc2ccccc21)N/N=C/c1ccc([N+](=O)[O-])cc1 stands at 9%

(cont.)
SMILES	influenza NS1A	M. tuberculosis HTS	inhibitors of VEEV	Salmonella PhoP GFP	tuberculosis growth
O=C(Nc1ccc(S(=O)(=O)NCC2CCCO2)cc1)c1cccc(F)c1 (stereo not given)	10%	-5%	0.3%	13%	17%
COC(=O)c1ccc(/C=N/NC(=O)C2CC(=O)N(c3ccc(OC)cc3)C2)cc1 (stereo not given)	-2%	-3%	0.9%	-6%	0%
CCCCNC(=S)N1CCn2cccc2C1c1cccnc1 (stereo not given)	-1%	-1%	2.6%	-10%	5%
c1ccc(-c2ccc(-n3ccnc3)cc2)cc1	-6%	?	0.2%	9%	?
O=C(NCCCn1ccnc1)c1csc2ccccc12	-5%	-10%	i	-8%	6%
NC(Cc1c[nH]c2ccccc12)C(=O)NCc1ccccc1 (stereo not given)	-2%	4%	0.7%	-5%	-14%
Cc1cccc(C2(c3cccc(C)c3)CC2C(=O)Nc2ccc([N+](=O)[O-])cc2O)c1 (stereo not given)	-4%	9%	5.6%	-3%	6%
O=C(CNC(=O)c1ccco1)NCC(=O)OCc1ccc(C(=O)Oc2ccc(Cl)cc2)cc1	20%	-2%	i	-9%	/
O=C(O)C1CC=CCC1C(=O)NCc1ccc(Cl)c(Cl)c1 (stereo not given)	0%	1%	2.9%	-12%	5%
CCOc1ccccc1C(=O)NC1CCN(CC(=O)Nc2cc(OC)ccc2OC)CC1	0%	9%	i	-1%	24%
S=C1NC2(CCCCC2)NN1c1ccccc1	-3%	?	2.1%	5%	46%
CNC(=O)C1CCC(=O)N1Cc1ccccc1Cl (stereo not given)	7%	-14%	0.3%	-4%	-6%
COC(=O)c1sc(NC(=S)NC(=O)c2ccc(C)cc2)nc1C	2%	13%	3.0%	3%	7%
Cc1cc(-c2cccs2)c2c(N)c(C(=O)c3ccc4c(c3)OCO4)sc2n1	-25%	7%	3.9%	-6%	-21%
O=C(NNc1ccc([N+](=O)[O-])cc1)c1ccccc1Cl	2%	-1%	1.4%	3%	9.3µM*
C/C(=N\N=C(/N)SC1CC(=O)N(c2ccc(Br)cc2)C1=O)c1cccs1 (stereo not given)	6%	?	0.2%	1%	22%
COc1ccc(NC(=S)N2CCC(c3ccc(C)cc3)C2)cc1 (stereo not given)	12%	8%	0.8%	16%	?
C[C@@H](O)[C@@H]1NC(=O)c2cc([N+](=O)[O-])cc(I)c2NCC[C@@H](C(N)=O)NC(=O)CNC1=O	/	-8%	/	-2%	-16%
Cc1cccc(C)c1N1CCN(C(=O)c2ccc3c(c2)OCO3)CC1	24%	9%	5.7%	2%	27%
CCOC(=O)C1=C(C)Nc2ncnn2C1/C=C/c1ccccc1 (stereo not given)	-5%	2%	i	-9%	21%
COc1ccc(CCNC(=O)C(=O)NCC2CCCN2S(=O)(=O)c2ccccc2)cc1 (stereo not given)	4%	7%	7.7%	-2%	27%
O=C(Nc1ccccc1)Nc1ccc(Cl)nc1Cl	1%	-7%	5.3%	-2%	46%
O=c1ccc2cc(S(=O)(=O)NCCCc3ccccc3)ccc2[nH]1	-20%	-8%	i	-10%	21%
CN(C(=O)CSc1nc2ccccc2[nH]1)C1CCS(=O)(=O)C1 (stereo not given)	-16%	1%	0.3%	/	-16%
CC1CC(Nc2ccccc2)=NC1(C)C (stereo not given)	-9%	-2%	0.5%	-4%	-13%
O=C(NNC(=O)c1cc(-c2ccc(Br)cc2)nc2ccccc12)c1csc(N2CCOCC2)n1	7%	/	7.4%	/	/
CC(=O)Nc1cc(OC(C)=O)c2nonc2c1OC(C)=O	-2%	?	?	21%	?
O=C(c1ccccc1N(Cc1ccccc1)S(=O)(=O)c1ccccc1)N1CCOCC1	4%	-3%	1.0%	-2%	0%
O=C(CSc1nnc(-c2ccc(Cl)cc2)n1Cc1ccco1)NCc1ccc2c(c1)OCO2	13%	2%	7.9%	-14%	29%
CC1CCCN(C(=O)CN2CCN(C(=O)c3ccco3)CC2)C1 (stereo not given)	3%	-2%	2.1%	-17%	6%
NC(=S)Nn1c(-c2ccccc2)nc2ccccc2c1=O	4%	6%	0.0%	1%	-15%
COc1ccccc1N1CCN(C(=O)C(=O)N/N=C/c2cccc(O)c2)CC1	4%	-1%	3.7%	18%	-8%
O=C(COC(=O)c1cccc(Cl)c1Cl)NC1CCCC1	0%	-12%	0.0%	-8%	73%
CCOc1ccccc1Nc1cc(C)c2cccc(C)c2n1	-6%	10%	i	-2%	42%
Cc1cc([N+](=O)[O-])nn1CC(=O)Nc1ccc(Cc2ccncc2)cc1	3%	9%	1.8%	1%	10%
CCNC(=S)N1CCN(CCN2C(=O)c3cccc4cccc(c34)C2=O)CC1	-6%	7%	2.2%	11%	31%
COC(=O)c1cc(OC)c(OC)cc1NC(=O)Nc1ccc(OC)cc1	-6%	0%	8.4%	9%	-2%
COc1ccc(-n2ccnc2SCC(=O)NC2CCCC2)c(OC)c1	4%	0%	i	14%	12%
CCN1CCN(c2nc(NCCO)c3ccccc3n2)CC1	-3%	1%	i	-3%	7%
CC(O)[C@H]1CNC(=O)C(=O)N1CCc1cccc2ccccc12 (stereo not given in full)	3%	0%	1.1%	-4%	-5%
CCOc1ccccc1C1NC(=O)CCC1[N+](=O)[O-] (stereo not given)	-6%	2%	i	-5%	-7%
COc1cccc(NC(=O)CN(C)C(=O)CN2C(=O)NC(C)(c3ccc4ccccc4c3)C2=O)c1 (stereo not given)	-10%	4%	9.8%	-4%	9%
Cc1noc(C)c1C(=O)NCC(=O)Nc1ccccc1Br	-6%	1%	2.1%	/	1%
COc1cc(NC(=S)NN2CCOCC2)cc(OC)c1	6%	/	0.6%	/	/
Cc1cccc(NS(=O)(=O)c2ccc(C)c(C(=O)N3CCN(C(=O)c4ccco4)CC3)c2)c1	-7%	/	8.3%	/	/

Limited to inhibitors of VEEV, influenza NS1A and tuberculosis growth, for three of the compounds above:
| molecule | inhibitors of VEEV | influenza NS1A | tuberculosis growth |
| --- | --- | --- | --- |
| CC(O)[C@H]1CNC(=O)C(=O)N1CCc1cccc2ccccc12 (stereo not given in full) | 1.1% | 3% | -5% |
| CCOc1ccccc1C1NC(=O)CCC1[N+](=O)[O-] (stereo not given) | i | -6% | -7% |
| COc1cccc(NC(=O)CN(C)C(=O)CN2C(=O)NC(C)(c3ccc4ccccc4c3)C2=O)c1 (stereo not given) | 9.8% | -10% | 9% |

Continuation:
SMILES	influenza NS1A	M. tuberculosis HTS	inhibitors of VEEV	Salmonella PhoP GFP	tuberculosis growth
CC(C)(C)NC(=O)CSc1nsc(SCC(=O)NC(C)(C)C)c1C#N	3%	6%	i	-9%	15%
O=C(CSc1nccn1Cc1ccco1)Nc1ccccc1C(F)(F)F	-6%	-2%	4.7%	-12%	5%
COC(=O)c1ccc(NC(=O)COC(=O)CCC2CCCC2)cc1	-4%	2%	2.8%	/	71%
COCC(CN1CCN(C2=NS(=O)(=O)c3ccccc32)CC1)OC(=O)c1ccccc1 (stereo not given)	2%	9%	0.6%	5%	-4%
CCOc1ccc(NC(=O)CCC(=O)Nc2cc(OC)c(NC(=O)c3ccco3)cc2OC)cc1	2%	21%	1.2%	2%	-1%
CC(C)COc1ccc(/C(O)=C2/C(=O)C(=O)N(CCN(C)C)C2c2ccncc2)cc1 (stereo not given)	0%	1%	1.1%	-2%	2%
CC(C(=O)N1CCOCC1)c1ccc([N+](=O)[O-])cc1 (stereo not given)	6%	4%	i	-2%	0%
C=CCSc1nsc(N)n1	-3%	1%	1.0%	2%	-3%
Cc1ccc(Cl)cc1N=C(N)N=C(N)N	13%	-4%	0.8%	7%	6%
Cc1ccc(C(=O)/C=C/c2ccccc2)o1	4%	4%	25%	1%	?
O=C(Nc1cc(C(F)(F)F)ccc1N1CCOCC1)C1=COCCO1	6%	4%	5.2%	0%	2%
CC(C)C(=O)NC(=S)Nc1ccc(S(=O)(=O)N2CCCC2)cc1	-11%	11%	2.5%	-4%	20%
CN(C)/C=C/C(=O)c1c(F)cccc1F	5%	-3%	i	4%	-4%
COC(=O)c1[nH]c2c(c1C)C(=O)CC(c1cc(OC)ccc1OC)C2 (stereo not given)	-9%	-3%	0.8%	-7%	17%
COc1ccc(-c2cc(C(F)(F)F)nc(SCC(=O)NCc3ccco3)n2)cc1OC	7%	5%	1.8%	-1%	1%
O=C(C[C@@H]1C/C=C\CCCC(=O)OC[C@@H]2CCCN2C1=O)N[C@H](CO)Cc1ccccc1	-5%	8%	i	/	6%
CC[n+]1ccc(/C=C2\Sc3ccccc3N2CCCS(=O)(=O)[O-])c2ccccc21	-24%	-5%	0.7%	-9%	-5%
CC(OC(=O)C1CCCCC1)c1nc2ccccc2[nH]1 (stereo not given)	1%	7%	i	1%	58%
CCCCCN(C(=O)CCC(=O)OCc1ccccc1C)c1c(N)n(CCCC)c(=O)[nH]c1=O	8%	5%	6.0%	-3%	19%
CC(=O)OC(C(=O)n1nc(C)cc1C)c1ccccc1 (stereo not given)	8%	-5%	1.2%	-4%	-17%
CSCCC(NC(=O)CCC(=O)OC1CC[C@H]2[C@@H]3CC[C@H]4CC(=O)CC[C@]4(C)[C@H]3CC[C@]12C)C(=O)O (stereo not given in full)	-3%	3%	0.3%	-7%	-13%
S=C1SCN(Cc2ccco2)CN1Cc1ccco1	4%	33µM*	8.8%	20%	i
COc1c(C)cc(Br)cc1C(=O)Nc1ccccc1N1CCN(C(=O)c2ccccc2)CC1	5%	10%	4.3%	4%	26%
CCc1ccccc1NC(=S)N(CCCN1CCOCC1)Cc1ccccn1	-6%	-1%	0.2%	0%	-18%
O=C(O)CCn1c(-c2ccccn2)nc2ccccc21	-2%	4%	0.9%	-7%	-18%
CCOC(=O)c1c(NC(C)=O)sc2c(OCCN(CC)CC)c(Br)ccc12	3%	48%	7.3%	19%	?
Cc1ccc(OC(C)C(=O)Nc2ccc(S(=O)(=O)Nc3nccs3)cc2)cc1 (stereo not given)	-3%	-6%	1.1%	4%	29%
Cc1cc(C(=O)N2CCN(C(=O)C3CCCO3)CC2)no1 (stereo not given)	-11%	/	1.8%	3%	/
COc1ccc(Cl)c(Cn2c(NCc3ccco3)nc3c2c(=O)n(C)c(=O)n3C)c1	-3%	0%	0.5%	-1%	14%
CCOC(=O)c1cc2sc(C)cc2n1CC(=O)N1CCc2ccccc21	-11%	2%	i	-7%	-4%
CCC(=O)N1CCCn2c1nc1ccccc12	4%	-9%	1.8%	-10%	17%
